FLuc inh counter: Photinus pyralis luciferase inhibition counter-screen. P08659. ATPLite firefly luciferase biochemical luminescence, 10 min. inhibition, % at 10 µM. hit rate 1.5% among 200,000. AID 1006;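 active = inhibition above about 50% when tested at 10 µM, limit read from the data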
Target sequence (P08659 whole entry, looked up): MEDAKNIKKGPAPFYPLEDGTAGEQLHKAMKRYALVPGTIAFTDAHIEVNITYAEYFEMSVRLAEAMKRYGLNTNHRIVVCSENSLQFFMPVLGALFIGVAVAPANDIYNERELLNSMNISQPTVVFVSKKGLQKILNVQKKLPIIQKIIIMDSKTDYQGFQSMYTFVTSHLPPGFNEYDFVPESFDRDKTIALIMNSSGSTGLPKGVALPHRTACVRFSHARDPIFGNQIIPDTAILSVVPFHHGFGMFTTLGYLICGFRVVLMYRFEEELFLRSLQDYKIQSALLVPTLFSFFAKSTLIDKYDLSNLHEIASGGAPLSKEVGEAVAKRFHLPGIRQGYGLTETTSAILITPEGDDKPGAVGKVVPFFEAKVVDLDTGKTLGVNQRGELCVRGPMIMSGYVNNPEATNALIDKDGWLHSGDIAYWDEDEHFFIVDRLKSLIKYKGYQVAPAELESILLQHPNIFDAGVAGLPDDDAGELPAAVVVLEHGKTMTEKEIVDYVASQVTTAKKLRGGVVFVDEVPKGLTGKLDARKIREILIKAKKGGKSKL
APP 5UTR inh: APP translation inhibition; inhibition, % at 2 µM; hit rate 0.82% among 190,000; SH-SY5Y APP 5'UTR-luciferase reporter, luminescence;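 active = inhibition above a set limit, derived from the sample mean plus 3 SD, cut at about 45% in these data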; note: values of inactives mirror those of a sister screen read the other way
Hsp70 activator: transcriptional activators of Hsp70 | HeLa Hsp70 promoter luciferase reporter, luminescence; scaled: vehicle 0, proteasome-inhibitor control 100% | activation, % at 10 µM | hit rate 0.04% among 200,000;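 active = activation above the mean across all tested compounds plus 3 SD, cutoff set per campaign, cut at about 5.5% in these data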;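 note: 100% = MG132 at 30 µM as the positive control and 0% = DMSO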
STAT3 activator: increases IL-6 driven STAT3 reporter signal | U3A cells, IL-6 STAT3-luciferase reporter, luminescence; 100% = signal with IL-6 EC80 alone | activation (% of control), % at 5.6 µM | hit rate 0.91% among 190,000 | AID 871;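 active = activation above the screen-wide mean of compound activation plus 3 SD, cut at about 130% in these data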;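 note: 0% = background luminescence of wells with medium and substrate only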
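Material: STAT1-lacking human U3A cells, STAT3 luciferase reporter | Benchmarks: IL-6-only wells as 100% reference | Probe or stimulus: IL-6 (33 ng/mL) | Timing: Compound 1 h, then IL-6 6 h at 37 °C | Detection: Luminescence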
APP 5'UTR act: activates APP 5'UTR luciferase reporter. SH-SY5Y APP 5'UTR luciferase reporter, luminescence; zero percent = DMSO vehicle wells. activation, % at 2 µM. hit rate 1% among 190,000;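 active = activation above a set limit, based on mean plus 3 SD of controls, cut at about 140% in these data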; note: values of inactives mirror those of a sister screen read the other way
STAT1 blocker: STAT1 signaling inhibition; inhibition, % at 5.5 µM; AID 920; NIH 3T3 STAT1-luciferase reporter, IFN-gamma, luminescence; hit rate 0.35% among 200,000;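 active = inhibition above a set limit, the mean inhibition across all tested compounds plus 3 SD, cut at about 34% in these data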;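 note: 0% = IFN-gamma with DMSO and 100% = IFN-gamma with 300 µM nifuroxazide; values of inactives mirror those of a sister screen read the other way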
RAM network inh: inhibitors of the yeast RAM network; S. cerevisiae dse1pr::URA3 reporter, 5-FOA growth OD615, 2 d; analog-sensitive cbk1-as2 kinase mutant strain; inhibition, % at 50 µM; hit rate 1.8% among 190,000; AID 868;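 active = inhibition above a set limit, 3 SD over mean compound inhibition, cut at about 8.4% in these data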;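 note: 0% = DMSO-only wells with no growth and 100% = 10 µM 1-NA-PP1 full growth; inhibition rescues growth on 5-FOA so higher OD means more RAM inhibition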
STAT1 act: increases IFN-gamma driven STAT1 reporter signal; NIH 3T3 STAT1-luciferase reporter, luminescence; 100% = IFN-gamma alone, no compound; activation (% of control), % at 5.5 µM; hit rate 2.6% among 200,000;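 active = activation above the screen-wide mean activation plus 3 SD, cut at about 130% in these data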;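 note: raw ratio to IFN-gamma control signal so 100% means no change and 0% no light; values of inactives mirror those of a sister screen read the other way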
NF-kB neuron act: NF-kB expression increase, human neuronal cells. NF-kB reporter expression; stronger effect = higher value. AID 1239. fold change at 12.5 µM. hit rate 1.6% among 190,000; in the data active = fold change above about 3.3
STAT3 inh: inhibitors of IL-6 induced STAT3 signaling; AID 862; U3A cells, IL-6 STAT3-luciferase reporter, luminescence; host cell line lacks STAT1; inhibition, % at 5.5 µM; hit rate 0.89% among 190,000;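 active = inhibition above the mean inhibition across all screened compounds plus 3 SD, cut at about 44% in these data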;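 note: 0% = DMSO only wells and 100% = 100 µM nifuroxazide control wells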
The depositor's hits bear a star; . = not tested or not shown.

SMILES | FLuc inh counter | APP 5UTR inh | Hsp70 activator | STAT3 activator | APP 5'UTR act | STAT1 blocker | RAM network inh | STAT1 act | NF-kB neuron act | STAT3 inh
COc1ccccc1NC(=O)C1=C(C)NC(SCC(=O)c2ccc(C)cc2)=C(C#N)C1c1ccco1 (configuration not stated) | -2 | 10 | -0.1 | 98 | -10 | 8 | 8.8* | 93 | 0.84 | 2
COC(=O)C1=C(C)OC(N)=C(C#N)C1c1c(C)nn(-c2ccccc2)c1Cl (configuration not stated) | -5 | 6 | -0.1 | 97 | -5 | 7 | 0.5 | 91 | 1 | 7
CCOc1ccc2nc(SC3CC(=O)N(c4ccccc4)C3=O)sc2c1 (configuration not stated) | -1 | -12 | 0.5 | 103 | 12 | -6 | 2.6 | 105 | 1.2 | 1
Cc1sc(NC(=O)C2CCCCC2C(=O)O)c(C(N)=O)c1-c1ccccc1 (configuration not stated) | 55* | -36 | 0.2 | 98 | 36 | -37 | 0.4 | 127 | 1.1 | 12
CCCOc1ccc(OCCSc2nnc(N)s2)cc1 | 14 | 5 | 0.0 | 97 | -5 | -17 | 1.7 | 115 | 1.9 | 4
CCNc1sc(C(=O)OCC)c(N)c1C#N | -6 | -3 | -0.2 | 99 | 3 | -1 | 1.1 | 103 | 1.1 | 6
O=C(CCSc1nc(-c2ccco2)cc(C(F)(F)F)n1)N1CCCc2ccccc21 | 0 | 4 | 0.0 | 114 | -4 | -14 | 3.1 | 113 | 0.85 | -14
COCCN1C(=O)C(=O)/C(=C(/O)c2cccc(S(=O)(=O)N(C)C)c2)C12C(=O)N(C)c1ccccc12 (configuration not stated) | -9 | 25 | 0.0 | 99 | -25 | 0 | 1.1 | 100 | 1.2 | 8
COc1ccc(S(=O)(=O)N(C)c2c(C)n(C)n(-c3ccccc3)c2=O)cc1OC | 3 | -11 | -0.3 | 99 | 11 | 0 | -0.3 | 100 | 1 | 8
Cc1ccc(NC(=O)CCSc2nc(C)cc(C)n2)cc1 | -5 | -6 | -0.2 | 87 | 6 | 0 | 0.8 | 100 | 0.97 | 22
COc1ccc(-c2cc(C(F)(F)F)n3nc(C(=O)Nc4c(C)n(C)n(-c5ccccc5)c4=O)cc3n2)cc1 | -5 | -28 | -0.1 | 86 | 28 | 4 | 2.6 | 96 | 1 | 18
O=C(C(=O)N1CCOCC1)c1c[nH]c2ccccc12 | -6 | -9 | -0.3 | 96 | 9 | -1 | 1.6 | 102 | 1.1 | 7
Cn1cnnc1SC/C(O)=C(\C#N)c1nc2ccccc2[nH]1 | -1 | 8 | -0.2 | 103 | -8 | 7 | -1.1 | 94 | 1.1 | -4
Cc1ccc(/C=C/C(=O)Nc2sc(C)c(C)c2C(=O)OC(C)C)o1 | 0 | 12 | -0.3 | 100 | -12 | -1 | 7.1 | 101 | 1.4 | -2
CCCOC(=O)c1c(NC(=O)CCC(=O)O)sc2c1CCCCC2 | -5 | 15 | 1.0 | 100 | -15 | 4 | 5.4 | 97 | . | 6
Cc1ccc2nc(NC(=O)CCCC(=O)O)sc2c1 | 66* | 60* | -0.5 | 36 | -60 | 51* | 5.9 | 51 | 0.28 | 80*
O=C(N1CCN(c2ccc(F)cc2)CC1)C12CC3CC(CC(C3)C1)C2 | -1 | -11 | 0.0 | 101 | 11 | 2 | 0.9 | 98 | 1.3 | 1
Cc1cc2nc(C)n3c4ccccc4nc3n2n1 | -3 | -14 | -0.1 | 101 | 14 | -5 | 1.7 | 105 | 0.84 | 1
CN1CCN(C(=O)C2=C[C@@H](c3ccc4c(c3)OCO4)C[C@@H](OCc3ccc(CO)cc3)O2)CC1 | -6 | -6 | 0.2 | . | 6 | 0 | 2.0 | 102 | 1 | .
O=C(CN1C(=O)S/C(=C\C=C\c2ccccc2)C1=O)Nc1cccc(O)c1 | 6 | -16 | -0.1 | 109 | 16 | -33 | 6.9 | 130* | 3.4* | -7
O=C(c1cc(-c2cccs2)on1)N1CCN(c2ccccc2)CC1 | 3 | -10 | -0.1 | 96 | 10 | -2 | 0.9 | 102 | 3.2 | 14
O=C(CCn1nnc2ccccc2c1=O)N[C@H](C(=O)O)c1ccccc1 | -3 | 12 | -0.1 | 104 | -12 | 6 | -0.6 | 95 | 1.1 | -2
O=C(COC(=O)c1cccc(S(=O)(=O)N2CCc3ccccc32)c1)NC1CCS(=O)(=O)C1 (configuration not stated) | -7 | 13 | -0.5 | 107 | -13 | 6 | 2.4 | 94 | 0.88 | -1
COc1ccc(-c2noc(CCC(=O)Nc3cccc(C)c3)n2)cc1 | -2 | -1 | 0.0 | 94 | 1 | -1 | 0.1 | 101 | 0.99 | 10
CCOc1[nH]n(-c2ccccc2)c(=O)c1C=Nc1ccc(F)cc1F | -2 | -4 | 1.0 | 94 | 4 | -7 | 3.6 | 106 | 1.4 | 10

One compound at a time, as listed above.
Listed for O=C(C(=O)N1CCOCC1)c1c[nH]c2ccccc12 → FLuc inh counter = -6; APP 5UTR inh = -9; Hsp70 activator = -0.3; STAT3 activator = 96; APP 5'UTR act = 9; STAT1 blocker = -1; RAM network inh = 1.6; STAT1 act = 102; NF-kB neuron act = 1.1; STAT3 inh = 7
Listed for Cn1cnnc1SC/C(O)=C(\C#N)c1nc2ccccc2[nH]1 → FLuc inh counter = -1; APP 5UTR inh = 8; Hsp70 activator = -0.2; STAT3 activator = 103; APP 5'UTR act = -8; STAT1 blocker = 7; RAM network inh = -1.1; STAT1 act = 94; NF-kB neuron act = 1.1; STAT3 inh = -4

Next section.
SMILES | FLuc inh counter | APP 5UTR inh | Hsp70 activator | STAT3 activator | APP 5'UTR act | STAT1 blocker | RAM network inh | STAT1 act | NF-kB neuron act | STAT3 inh
COC(=O)c1sc2ncccc2c1OCc1cccc(Cl)c1 | -4 | 6 | -0.3 | 85 | -6 | -5 | 9.6* | 105 | 1 | 19
CCCCN1C2CCCC1CC(NC(=O)N(C(C)C)C(C)C)C2 (configuration not stated) | . | -18 | 0.3 | 106 | 18 | 2 | . | 95 | . | -4
Cn1c(=O)[nH]c(=O)c2c1nc(CN1CCN(c3cccc(Cl)c3)CC1)n2CCc1ccccc1 | -7 | -13 | -0.1 | 103 | 13 | 6 | 1.2 | 91 | 0.89 | 0
CC[n+]1c(/C=C/C=C/N(C(C)=O)c2ccccc2)sc2cc(OC)ccc21 | -8 | 34 | -0.5 | 102 | -34 | 8 | 1.2 | 93 | 0.82 | -5
Cc1ccccc1OC(C)C(=O)NCc1cccnc1 (configuration not stated) | -4 | -10 | -0.2 | 96 | 10 | -3 | 2.5 | 103 | 1.1 | 7
CCOc1ccc(NC(=S)NCC(c2cccnc2)N2CCOCC2)cc1 (configuration not stated) | -7 | -38 | -0.1 | 91 | 38 | 2 | 3.2 | 97 | 1.1 | 12
CCn1c(C)nc2cc(C(=O)NNC(=S)NC(=O)c3ccc(OC)cc3)ccc21 | 2 | -16 | -0.2 | 98 | 16 | 8 | -0.6 | 92 | 2.1 | 10
O=C(O)CCC(=O)Nc1ccc(N2CCCCC2)c(C(=O)O)c1 | -5 | -4 | -0.1 | 99 | 4 | 1 | 0.0 | 99 | 1 | 5
COc1ccccc1NC(=O)Cc1noc(CSc2cccc[n+]2[O-])n1 | -8 | 4 | -0.3 | 100 | -4 | -6 | 2.3 | 106 | 1.6 | 6
COc1ccccc1-n1c(SCC(=O)N2CCCCC2)nnc1-c1ccccc1O | -1 | 11 | 0.2 | 98 | -11 | 2 | 2.3 | 98 | 0.9 | 6
O=[N+]([O-])c1nn(-c2ccccc2)n(O)c1=NCc1ccc2c(c1)OCO2 | -4 | 0 | -0.1 | 96 | 0 | -4 | 0.0 | 104 | 1.1 | 10
CC1=CC2=NC(=O)/C(=C\c3cccn3CCOc3cccc(C)c3)C(=N)N2O1 | -5 | 5 | -0.3 | 104 | -5 | 4 | 9.3* | 96 | 0.97 | 0
CN(C)CCNC(=O)c1cc2ccccc2oc1=O | -8 | 2 | -0.4 | 103 | -2 | -3 | 0.4 | 104 | 1 | -1
CC(C)(C)NC(=O)Cn1nnc(-c2cccs2)n1 | -6 | -22 | 0.0 | 110 | 22 | -12 | 3.6 | 107 | 1.8 | -10
CCOC(=O)C1CCCN(CCC(=O)Nc2ccc(C)cc2)C1 (configuration not stated) | -7 | -2 | -0.3 | 102 | 2 | -3 | 1.6 | 103 | 1 | -1
COc1cc(CN2CCNC(=O)C2CC(=O)NCc2csc(C(C)C)n2)cc(OC)c1 (configuration not stated) | -5 | -12 | 0.1 | 96 | 11 | 6 | 2.2 | 93 | 1.1 | 8
O=C1CCC(C(=O)OCc2c(Cl)cccc2Cl)N1 (configuration not stated) | -4 | -6 | -0.3 | 100 | 6 | 3 | 0.7 | 97 | 1.2 | 6
O=C1N2CCCc3cccc(c32)C12Nc1ccccc1S2 (configuration not stated) | -7 | 4 | -0.3 | 135* | -4 | 1 | 0.6 | 99 | 0.84 | -35
C=CCNC(=O)/C(C#N)=C/c1c(C)nn(-c2ccccc2)c1Cl | 4 | -9 | -0.2 | 97 | 9 | -2 | 0.1 | 102 | 0.96 | 4
Cc1cc(N2CCCC2=O)ccc1S(=O)(=O)N1CCOCC1 | -1 | 8 | -0.2 | 92 | -8 | 11 | 1.2 | 90 | 1 | 14
O=C(NC1CCCCC1)c1cccs1 | 0 | 17 | 0.1 | 103 | -17 | -1 | 0.3 | 103 | 1.6 | -4
COC(=O)C1=NN(C(C)=O)C2(CC(=O)N(c3cccc(C)c3)C2=O)C1 (configuration not stated) | -2 | -7 | -0.2 | 102 | 7 | -10 | 0.9 | 109 | 0.9 | -1
CCCC1CCC(C(=O)n2nc(N)c3cc4ccc(OC)cc4nc32)CC1 (configuration not stated) | -11 | -5 | -0.1 | 101 | 5 | -5 | 5.6 | 105 | 1.1 | -2
Cc1ccc(NC(=O)N2CCOCC2)c(C)c1 | 1 | 11 | -0.2 | 101 | -11 | -5 | 2.8 | 105 | 1.1 | -2

Looked up one by one from the entries so far (4):
SMILES | FLuc inh counter | APP 5UTR inh | Hsp70 activator | STAT3 activator | APP 5'UTR act | STAT1 blocker | RAM network inh | STAT1 act | NF-kB neuron act | STAT3 inh
Cc1cc(N2CCCC2=O)ccc1S(=O)(=O)N1CCOCC1 | -1 | 8 | -0.2 | 92 | -8 | 11 | 1.2 | 90 | 1 | 14
CN(C)CCNC(=O)c1cc2ccccc2oc1=O | -8 | 2 | -0.4 | 103 | -2 | -3 | 0.4 | 104 | 1 | -1
CC[n+]1c(/C=C/C=C/N(C(C)=O)c2ccccc2)sc2cc(OC)ccc21 | -8 | 34 | -0.5 | 102 | -34 | 8 | 1.2 | 93 | 0.82 | -5
COc1ccccc1NC(=O)Cc1noc(CSc2cccc[n+]2[O-])n1 | -8 | 4 | -0.3 | 100 | -4 | -6 | 2.3 | 106 | 1.6 | 6

Assay outcomes: PubChem, several laboratories
